# Peg3 prom inh: Peg3 promoter-driven luciferase inhibitors, primary screen, cell-based, HeLa, luciferase luminescence | 1.7% of 360,000 active | HeLa PEG-Prom luciferase reporter, overnight | AID 588405, 2011 | inhibition, % at 20 µM;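 active = inhibition of at least 50% at 20 µM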
# Exocytosis inh: LAMP-1 surface exposure blockers, TALL-104 cells – cell-based, flow cytometry, MLPCN library, primary screen; inhibition, % at 10 µM; 0.66% of 360,000 active; TALL-104 LAMP-1 surface exposure; cells stimulated with thapsigargin and PMA;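 active = inhibition above about 55%, limit read from the data; inconclusive = no clear call, values can overlap the other calls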
# CaV13 FRET inh: Disruptors of the CACNA1D IQ motif to Ca2+-dependent inactivation inhibitor domain association, primary screening, Förster resonance energy transfer in intact living …; AID 743397; inhibition, % at 12.3 µM; HEK cells, CFP/YFP FRET ICDI-IQ, plate reader, 10 min; percent FRET-ratio fall versus neutral wells; 0.098% of 340,000 active;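 active = mean replicate inhibition of at least 30% and at least 1% of replicates passing that level; inconclusive = only one of the two criteria is met; inactive = neither criterion is met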;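 note: 0% = median of the neutral control wells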
# aDG glyco act: activators of alpha-DG glycosylation, primary screen, uHTS, Pro5-aDG cells, AlphaScreen | 0.22% of 360,000 active | AID 624168, 2012 | alpha-DG glycosylation AlphaScreen (IIH6); 0% Pro5, 100% B10-LARGE cell signal | activation, % at 10 µM;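 active = activation of at least 8% versus controls, or a plate z-score of at least 8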;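 note: Pro5 are CHO cells carrying HIG-tagged alpha-DG that lacks glycosylation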
# MITF TRPM1 inh: inhibitors of MITF-dependent TRPM1 promoter reporter, primary screen, cell-based, SK-MEL-5, single point, luciferase | 0.83% of 330,000 active | inhibition, % at 12.5 µM | SK-MEL-5 TRPM1 promoter luciferase, 24 h;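 active = mean inhibition across replicates of 60% or more, whatever share of single replicates reaches that level; inconclusive = some that reach 60%, reason not given; inactive = mean inhibition across replicates below 60%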; note: values of inactives mirror those of a sister screen read the other way
# PDI inh: inhibitors of human PDI, primary screen, biochemical, turbidity, single point, plate reader; Protein disulfide-isomerase (Homo sapiens), P07237; PDI insulin aggregation turbidity, A650, 90 min; inhibition, % at 10 µM; 0.052% of 350,000 active;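 active = mean inhibition across replicates of 30% or more, whatever share of single replicates reach that level; inconclusive = mean inhibition below 30% while every single replicate reaches 30%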;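 note: absorbance from insulin aggregation driven by PDI reduction with DTT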
# Target sequence (P07237 whole entry, looked up): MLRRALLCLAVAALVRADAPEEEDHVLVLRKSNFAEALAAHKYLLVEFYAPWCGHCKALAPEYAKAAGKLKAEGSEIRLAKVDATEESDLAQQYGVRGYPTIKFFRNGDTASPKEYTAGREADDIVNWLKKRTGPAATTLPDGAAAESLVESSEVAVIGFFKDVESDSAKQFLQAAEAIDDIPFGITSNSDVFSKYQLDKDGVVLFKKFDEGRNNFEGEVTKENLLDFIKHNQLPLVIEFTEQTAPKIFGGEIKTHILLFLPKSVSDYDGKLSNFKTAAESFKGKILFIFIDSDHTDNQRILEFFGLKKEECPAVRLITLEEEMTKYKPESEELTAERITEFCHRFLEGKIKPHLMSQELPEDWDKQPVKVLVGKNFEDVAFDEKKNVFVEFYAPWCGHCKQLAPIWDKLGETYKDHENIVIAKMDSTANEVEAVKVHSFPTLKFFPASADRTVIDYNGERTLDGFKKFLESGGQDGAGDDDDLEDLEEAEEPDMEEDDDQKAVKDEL
# Vif inh: HIV Vif self-association inhibitors, primary screen, imaging, HEK293T, single point. HEK293T cells, Vif self-association by quenched fluorescence, 24 h. inhibition, % at 7.49 µM. 0.35% of 340,000 active. AID 602346, 2012; in the data active = inhibition above about 50%, passing the limit was not always enough; inconclusive = no clear call, values can overlap the other calls; inactive = below about 31%; note: some results filed as inactive read as strong as hits
# HIF-2a block: HIF-2a reporter inhibitors, primary screen, luminescence, 786-0 RCC cells; 786-0 RCC cells HIF-2a reporter, luciferase luminescence, overnight; 0.72% of 360,000 active; inhibition, % at 18.8 µM;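 active = inhibition of the luminescence signal of 40% or more relative to plate controls, in a single-dose primary screen at 18.75 µM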
# NR2E3 ag-1: NR2E3 agonists in two-hybrid cells, primary screen, cell-based, luminescence, CHO-S, Gal4-NCOR/VP16-NR2E3. Photoreceptor-specific nuclear receptor (Homo sapiens), Q9Y5X4. luciferase. inhibition of corepressor binding, % at 3.98 µM. 0.35% of 360,000 active. AID 602229, 2012;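 active = inhibition above the mean of all tested compounds plus 3 SD, cut at about 70% in these data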;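 note: 0% = DMSO with NR2E3 transfected cells and 100% = cells lacking NR2E3 construct; higher means lower luciferase signal from less NR2E3 corepressor binding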
# Target sequence (Q9Y5X4 whole entry, looked up, the tested form may be a part): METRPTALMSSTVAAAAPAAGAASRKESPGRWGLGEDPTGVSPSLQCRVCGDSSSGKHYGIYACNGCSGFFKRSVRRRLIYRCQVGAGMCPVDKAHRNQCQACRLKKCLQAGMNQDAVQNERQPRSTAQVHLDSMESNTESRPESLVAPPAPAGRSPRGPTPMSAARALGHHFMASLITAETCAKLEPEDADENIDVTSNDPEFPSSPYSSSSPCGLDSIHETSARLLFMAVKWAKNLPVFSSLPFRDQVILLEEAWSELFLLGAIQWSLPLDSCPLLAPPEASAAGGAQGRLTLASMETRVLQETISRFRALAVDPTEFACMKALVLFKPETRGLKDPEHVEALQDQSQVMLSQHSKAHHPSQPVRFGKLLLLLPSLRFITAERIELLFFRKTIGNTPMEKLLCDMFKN
# NR2E3 ag-2: inhibitors of NR2E3-RetCOR corepressor binding, primary screen, NR2E3 agonist project, biochemical, TR-FRET, GST-NR2E3, biotin-RetCOR | 1536-well | inhibition of corepressor binding, % at 4.78 µM | 0.12% of 320,000 active | AID 2300, 2010;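 active = percent inhibition above the cutoff of mean plus 3 SD of all tested compounds, set per screening campaign, cut at about 20% in these data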;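 note: 0% = DMSO wells and 100% = biotin wells as full block of FRET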
#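 Material: NR2E3–RetCOR corepressor complex | Quantity: 1.35 nM GST-tagged NR2E3 final | Schedule: 5 h at 4 °C | Replication: Singlicate compound wells | Reagent: RetCOR corepressor, biotinylated, 7 nM | Controls: Biotin wells as high control, 0.6% DMSO wells as low control | Signal: TR-FRET, Eu(K)-anti-GST donor, streptavidin-D2 acceptor, ex 340, em 617/671 nm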
# iPSC survival up: enhancers of single-cell hiPSC survival, primary screen, ATPlite luminescence | 100% = ROCK inhibitor wells, 0% = DMSO | AID 602274, 2012 | survival enhancement, % at 20 µM | 0.044% of 360,000 active; in the data active = survival enhancement above about 18%;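 note: cells exposed to compounds for 16 hours before the ATP read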
# An asterisk follows results filed as active; u = inconclusive; x = no result given. This is a subset (hit frequency here may not be typical).
1. Cc1cnc(-n2c(=S)[nH]c3ccccc3c2=O)s1
2. C=CCN1CC[C@]23c4c5ccc(O)c4O[C@H]2/C(=N/NC(=O)c2ccccc2)CC[C@@]3(O)[C@H]1C5
3. CC1(C)N2CC3([N+](=O)[O-])CN1CC([N+](=O)[O-])(C2)C3
4. CC1CCC2C(C)C(=O)OC3OC4(C)CCC1C32OO4 (stereo not given)
5. COc1ccc(N/N=C/c2c(O)n(-c3cccc(C)c3)c(=O)[nH]c2=O)cc1
6. C=CCN1C(=O)NC(=O)C(CCc2ccncc2)(CCc2ccncc2)C1=O
7. CCN1CCN(C(=O)Cc2ccccc2OC)CC1
8. COc1ccc(S(=O)(=O)N2CCOCC2)cc1NC(=O)COC(=O)Cc1ccccc1
9. COc1ccc(CN2CCN(Cc3ccccc3)CC2)c(OC)c1
10. ClCCN(CCCl)c1ccc(-n2cnc3c(Cl)ncnc32)cc1
Assay by compound	1	2	3	4	5	6	7	8	9	10
Peg3 prom inh	-72	1	4	5	8	0	-6	-26	-1	104*
Exocytosis inh	-1	-6	8	-6	0	0	10	-1	-2	1
CaV13 FRET inh	-17	-6	-4	-2	-12	-8	-3	-2	-8	-9
aDG glyco act	0.0	-0.1	0.0	2.3	0.5	0.0	-0.1	1.2	1.8	0.3
MITF TRPM1 inh	29	-2	-2	12	14	-1	-7	7	7	84*
PDI inh	-10	10	-2	-1	0	6	8	21	-5	-3
Vif inh	2	-1	-8	2	37	8	1	-1	-8	6
HIF-2a block	-185	4	9	12	7	1	11	8	8	36
NR2E3 ag-1	-11	-29	-5	2	-30	-14	-14	-4	30	-5
NR2E3 ag-2	0	3	5	-3	-1	0	3	x	1	x
iPSC survival up	-0.4	0.9	-0.1	-0.4	0.8	-1.7	0.2	-0.5	-0.7	-0.7

11. COC(=O)C(Cc1ccc(N(CCCl)CCCl)cc1)N=Cc1ccccc1O (stereo not given)
12. O=C1C2(Cl)C3(Cl)C4(Cl)C(Cl)(Cl)C5(Cl)C3(Cl)C1(Cl)C5(Cl)C24Cl (stereo not given)
13. O=C(N/N=C/c1c(O)n(CCc2ccccc2)c(=O)[nH]c1=O)c1ccccc1O
14. NNC(=O)CN1C(=O)CN=C(c2ccccc2)c2cc(Br)ccc21
15. CC(C)(O)/C=C/C(=O)C(C)(O)C1C(O)CC2(C)C3CC=C4C(C=C(O)C(=O)C4(C)C)C3(C)C(=O)CC12C (stereo not given)
16. O=C(COc1ccccc1)N1CCN(CC(O)COc2ccccc2)CC1 (stereo not given)
17. Cc1cccn2c(=O)c3c(nc12)N1CCCCCC1C1(C3)C(=O)N(C)C(=O)N(C)C1=O (stereo not given)
18. COC(=O)[C@@H]1N=C(c2ccc(OC)cc2)O[C@]12C(=O)N(Cc1ccccc1)c1ccccc12
19. O=c1[nH]c(=O)n(-c2ccc(Cl)cc2)c(O)c1C=Nc1ccc(S(=O)(=O)Nc2nccs2)cc1
20. NC(N)=N/N=C/c1ccc(N(c2ccccc2)c2ccccc2)cc1
Assay by compound	11	12	13	14	15	16	17	18	19	20
Peg3 prom inh	97*	86*	13	0	99*	10	-2	x	12	105*
Exocytosis inh	32	12	-4	3	8	0	-2	4	-5	25
CaV13 FRET inh	-20	x	-16	3	-6	-7	-3	-7	-3	-2
aDG glyco act	-0.1	0.2	-0.2	-0.4	0.0	-0.3	0.0	-0.1	-0.3	0.1
MITF TRPM1 inh	62*	-9	-2	13	x	-6	x	x	0	102*
PDI inh	-2	x	-1	5	15	0	5	x	8	-35
Vif inh	4	-13	1	-7	-4	u	-7	x	12	3
HIF-2a block	72*	5	3	25	91*	13	10	-2	7	95*
NR2E3 ag-1	10	2	-29	-13	79*	-22	-12	9	-11	25
NR2E3 ag-2	1	-1	-1	-2	x	3	1	x	0	2
iPSC survival up	-0.5	-2.6	-0.1	0.8	-2.6	-2.0	-0.3	-0.4	1.9	-0.8

# Next part; it opens with the 4 that closed the last part.
17. Cc1cccn2c(=O)c3c(nc12)N1CCCCCC1C1(C3)C(=O)N(C)C(=O)N(C)C1=O (stereo not given)
18. COC(=O)[C@@H]1N=C(c2ccc(OC)cc2)O[C@]12C(=O)N(Cc1ccccc1)c1ccccc12
19. O=c1[nH]c(=O)n(-c2ccc(Cl)cc2)c(O)c1C=Nc1ccc(S(=O)(=O)Nc2nccs2)cc1
20. NC(N)=N/N=C/c1ccc(N(c2ccccc2)c2ccccc2)cc1
21. CCN1CCN(S(=O)(=O)c2cnc(Cl)c(Br)c2)CC1
22. O=P(N[C@@H](c1ccccc1)[C@@H]1C[C@H]1CO)(c1ccccc1)c1ccccc1
23. C[C@]12CCC3C(CC[C@H]4[C@H](O)[C@H](O)CC[C@]34C)C1CCC2=O (stereo not given in full)
24. CCOc1cc(C2C(C#N)=C(N)Oc3c2c(=O)oc2ccccc32)ccc1OC(=O)c1cccs1 (stereo not given)
25. O=C1C2CCCN2C(c2ccc(Cl)cc2)N1c1ccccn1 (stereo not given)
26. CCCCC(C)C(OC(=O)CC(CC(=O)O)C(=O)O)C(CC(C)CC(O)CCCCC(O)CC(O)C(C)N)OC(=O)CC(CC(=O)O)C(=O)O (stereo not given)
27. O=C(O)Cc1cnc[nH]1
28. C1CNC2NCCNC2N1 (stereo not given)
29. Brc1ccc2[nH]cc(C=NN3CCCCCC3)c2c1
30. O=C(CNC1CCCCC1)N1CCC2(CC1)OCCO2
Assay by compound	17	18	19	20	21	22	23	24	25	26	27	28	29	30
Peg3 prom inh	-2	x	12	105*	-8	1	3	2	16	33	-1	7	-9	7
Exocytosis inh	-2	4	-5	25	-4	0	1	-1	2	-6	2	0	-4	0
CaV13 FRET inh	-3	-7	-3	-2	-6	-11	-6	-5	-6	x	-5	x	-6	-4
aDG glyco act	0.0	-0.1	-0.3	0.1	0.6	0.1	-0.1	-0.2	-0.2	0.0	0.1	2.3	-0.2	0.1
MITF TRPM1 inh	x	x	0	102*	3	-1	8	-1	-7	1	3	12	-5	9
PDI inh	5	x	8	-35	-5	-75	-3	-2	-1	x	8	17	-6	-2
Vif inh	-7	x	12	3	4	3	-1	-3	-9	0	2	1	7	-9
HIF-2a block	10	-2	7	95*	-4	11	7	20	12	13	7	19	3	4
NR2E3 ag-1	-12	9	-11	25	-11	6	-30	-31	19	-1	2	-11	-25	13
NR2E3 ag-2	1	x	0	2	-3	2	x	1	2	-1	-1	x	x	0
iPSC survival up	-0.3	-0.4	1.9	-0.8	-2.0	0.0	-1.3	-0.7	-1.9	-1.0	1.3	-0.1	0.8	-1.4

31. O=P(C(Cl)Cl)(N1CCCCC1)N1CCCCC1
32. CC1CN2C(=O)C1(c1ccccc1)C(=O)NC2=S (stereo not given)
33. Cc1ccc(-n2c(C)cc(/C=C3/C(=O)NC(=O)N(C)C3=O)c2C)cc1
34. CNC1(c2ccccc2Cl)CCCCC1=O (stereo not given)
35. O=C(COc1ccccc1)c1cn(Cc2ccccc2)c2ccccc12
36. CCCCN1C(=O)NC(=O)/C(=C/c2cnc(SC)nc2)C1=O
37. COC(=O)C1=C(c2cccc(OCc3ccccc3)c2)C[C@@H]2CC[C@H]1N2C(=O)NCc1cccc(C(F)(F)F)c1
38. COc1cc(C)c(-c2nc(CN3C[C@@H]4C[C@@H](C3)c3cccc(=O)n3C4)c(C)o2)cc1C
39. Cc1cc(OCC(=O)N2CCN(CC(=O)N3CCOCC3)CC2)c(C(C)C)cc1Cl
40. Cc1nc2ccccc2c(=O)n1-c1ccc(Cl)cc1Cl
Assay by compound	31	32	33	34	35	36	37	38	39	40
Peg3 prom inh	3	-6	3	1	-31	12	20	19	-1	20
Exocytosis inh	-1	-6	1	-2	-1	1	12	-3	0	2
CaV13 FRET inh	-3	-14	-2	x	-6	x	-5	-5	-3	-9
aDG glyco act	0.0	0.0	0.1	0.1	0.5	0.7	0.6	-0.1	-0.4	0.0
MITF TRPM1 inh	5	x	-7	5	-4	-2	4	9	-4	8
PDI inh	-3	11	-11	-1	-8	-3	5	6	-1	-17
Vif inh	9	-1	1	11	-13	0	-14	43	-6	5
HIF-2a block	18	9	-50	14	-50	15	14	12	8	10
NR2E3 ag-1	-4	-36	-28	6	-33	-4	22	-26	4	-4
NR2E3 ag-2	-5	x	3	x	1	-1	3	-3	x	3
iPSC survival up	0.7	2.5	2.9	2.6	-1.3	1.8	-2.4	-0.6	-3.2	0.1

41. Oc1ccc(-[n+]2c(-c3ccccc3)cc(-c3ccccc3)cc2-c2ccccc2)cc1
42. Cc1ccc2c(c1)N(CCC(=O)N1CCC3(CC1)OCCO3)C(=O)C(C)O2 (stereo not given)
43. CN(C)C(=O)Oc1ccc(NC(=O)N2CCOCC2)cc1
44. CCC(=NCCO)c1c(O)n(C2CCCCC2)c(=O)[nH]c1=O
45. NCCc1c(Cc2ccccc2)[nH]c2ccccc12
46. CCCN1CCc2cccc3c2[C@H]1Cc1ccc(O)c(O)c1-3
47. O=c1[nH]c(=O)n(-c2cccc3ccccc23)c(O)c1C=NCCCn1ccnc1
Assay by compound	41	42	43	44	45	46	47
Peg3 prom inh	86*	6	8	12	3	22	6
Exocytosis inh	28	-1	8	-2	29	101*	2
CaV13 FRET inh	-5	x	-16	-5	-5	x	-6
aDG glyco act	0.1	0.0	-0.1	-0.2	0.0	-0.1	0.0
MITF TRPM1 inh	84*	-4	7	0	x	7	9
PDI inh	-5	-4	-2	13	10	5	-6
Vif inh	u	1	1	-14	5	-3	13
HIF-2a block	-22	14	10	12	13	6	-5
NR2E3 ag-1	13	-16	-25	6	9	14	-8
NR2E3 ag-2	3	x	2	1	-2	3	2
iPSC survival up	-1.0	-0.8	-0.7	6.3	-0.7	-0.9	10

# Compound activity (PubChem BioAssay)
